PP5 primary – inhibitors of human protein phosphatase 5 (PP5). P53041. purified PP5c, OMFP substrate fluorescence. inhibition, % at 6.7 µM. hit rate 0.18% among 320,000. AID 1987;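 active means inhibition above the campaign's mean inhibition across all tested compounds plus 3 SD, cut at about 9.5% in these data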;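 further: 0% = DMSO only and 100% = 100 µM cantharidin control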
Fh CTSL1 inh – blocks F. hepatica cathepsin L1 in PFM18AAP counter-screen. recombinant F. hepatica cathepsin L1, Z-Leu-Arg-MCA fluorescence. inhibition, % at 5.96 µM. hit rate 0.49% among 300,000. AID 1906;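 active means inhibition above the mean of all tested compounds plus 3 SD, set per screening campaign, cut at about 17% in these data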;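 further: 0% = plate median of test compound wells and 100% = 1 µM Z-Phe-Ala-diazomethylketone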
TPT1 inh – inhibitors of Candida albicans tRNA 2'-phosphotransferase TPT1; recombinant caTPT1, FP RNA substrate dephosphorylation; inhibition, % at 5 µM; hit rate 0.81% among 300,000;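 active means inhibition above the mean of all tested compounds plus 3 SD, set per screening campaign, cut at about 24% in these data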;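 further: plate controls were DMSO alone for no effect and ferristatin control at 100 nM for full effect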
core dimer inh – HCV core protein dimerization inhibition | hit rate 0.33% among 300,000 | inhibition, % at 5 µM | TR-FRET GST/Flag-core106 dimerization, 1536-well;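 active means inhibition above the mean of all tested compounds plus 3 SD, set per screening campaign, cut at about 45% in these data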
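Test system: GST/Flag-tagged HCV core106 proteins; Medium: KF-containing HEPES buffer, pH 7.45, DTT, CHAPS, BSA; Times: compound-protein-antibody incubation 4 h at 22.5 °C; Detection: TR-FRET 671 and 617 nm emission; Benchmarks: wells lacking GST-core106 and wells with excess unlabelled core106.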
proCasp7 act – activates human procaspase-7, counter-screen for procaspase-3 activators. P55210. recombinant procaspase-7, Ac-DEVD-pNA absorbance 405 nm; D23A/D198A/D206A triple mutant, cannot self-cleave; scale: DMSO 0, 5 µM enzyme 100. activation, % at 8.5 µM. hit rate 0.093% among 330,000;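 active means percent activation above the screen-wide mean plus 3 SD, cut at about 25% in these data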
Target sequence (P55210 whole entry D23A/D198A/D206A): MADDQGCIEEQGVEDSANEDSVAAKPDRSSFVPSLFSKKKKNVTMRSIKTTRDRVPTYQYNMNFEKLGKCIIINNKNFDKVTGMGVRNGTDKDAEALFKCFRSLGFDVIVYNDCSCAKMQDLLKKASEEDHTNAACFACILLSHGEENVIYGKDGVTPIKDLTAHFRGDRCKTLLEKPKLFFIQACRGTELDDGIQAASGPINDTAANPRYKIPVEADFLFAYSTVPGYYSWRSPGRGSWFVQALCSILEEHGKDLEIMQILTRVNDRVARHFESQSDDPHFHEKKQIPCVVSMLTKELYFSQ
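signal = Epi-absorbance of released pNA at 405 nm, two timepoints | assay system = Uncleavable procaspase-7 mutant enzyme | reagent = Ac-DEVD-pNA substrate, 400 µM as added | times = 1 h enzyme–compound preincubation and 2 h substrate reaction, both 25 °C | benchmarks = low DMSO alone, high DMSO plus 5 µM PC-7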
AHR act – human AHR activation; P35869; AHR-responsive luciferase reporter cells, luminescence; activation, % at 5 µM; hit rate 2.5% among 320,000; in the data active means activation above about 47%;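 further: 0% = vehicle wells and 100% = reference agonist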
PAFAH2 inh – inhibitors of human PAFAH2; Q99487; recombinant PAFAH2, FP-rhodamine activity probe, fluorescence polarization; inhibition, % at 3.39 µM; hit rate 0.99% among 340,000;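 active means inhibition above the mean over all tested compounds plus 3 SD, cut at about 30% in these data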;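 further: inhibitors block probe labeling of enzyme so polarization drops; 0% = enzyme with DMSO and 100% = wells lacking PAFAH2 protein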
proCasp3 act – procaspase-3 (human) activation; P42574; recombinant procaspase-3 D3A, Ac-DEVD-pNA absorbance 405 nm; activation, % at 8.5 µM; hit rate 0.11% among 330,000;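 active means activation above the mean of all tested compounds plus 3 SD, cut at about 21% in these data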;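 further: 0% = DMSO alone and 100% = DMSO wells spiked with extra 5 µM PC-3 D3A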
Target sequence (P42574 whole entry D9A/D28A/D175A): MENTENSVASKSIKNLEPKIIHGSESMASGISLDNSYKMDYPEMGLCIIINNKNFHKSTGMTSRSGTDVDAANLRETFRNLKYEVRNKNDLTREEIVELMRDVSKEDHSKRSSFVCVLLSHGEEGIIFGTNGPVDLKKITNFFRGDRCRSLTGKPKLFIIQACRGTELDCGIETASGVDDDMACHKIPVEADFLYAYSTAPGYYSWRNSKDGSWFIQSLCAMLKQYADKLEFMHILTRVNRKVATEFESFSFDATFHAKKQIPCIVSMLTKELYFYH
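Assay system: Procaspase-3 D3A mutant, all three cleavage aspartates alanine. Buffer or medium: Zinc-free HEPES saline buffer with Triton X-100. Times: 1 h compound preincubation, 2 h substrate hydrolysis at 25 °C. Measured by: 405 nm absorbance of p-nitroaniline, reads at 0 and 120 min. Read-out basis: percent activation relative to control range. Replicates: singlicate.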
PP1 counter – blocks human PP1-alpha phosphatase, a PP5 counter-screen. P62136. purified PP1alpha, OMFP fluorescence. inhibition, % at 6.7 µM. hit rate 0.9% among 320,000. AID 2235;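 active means inhibition above the mean inhibition of all tested compounds plus 3 SD, computed separately for each screening campaign, cut at about 15% in these data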
Target sequence (P62136 whole entry, looked up): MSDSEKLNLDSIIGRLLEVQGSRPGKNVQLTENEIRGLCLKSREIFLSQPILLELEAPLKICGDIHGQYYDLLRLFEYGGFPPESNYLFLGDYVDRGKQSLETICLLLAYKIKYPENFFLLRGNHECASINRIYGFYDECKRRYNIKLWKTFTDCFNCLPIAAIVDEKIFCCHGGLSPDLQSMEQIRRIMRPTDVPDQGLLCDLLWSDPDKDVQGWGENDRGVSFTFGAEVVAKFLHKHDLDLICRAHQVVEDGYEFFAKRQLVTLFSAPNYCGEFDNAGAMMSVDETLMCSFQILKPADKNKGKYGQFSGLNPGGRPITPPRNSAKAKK
Starred values were filed as active, the others as inactive; . = no result given.

SMILES	PP5 primary	Fh CTSL1 inh	TPT1 inh	core dimer inh	proCasp7 act	AHR act	PAFAH2 inh	proCasp3 act	PP1 counter
Nc1c(S(=O)(=O)c2ccccc2)cnc2c(-c3ccc(F)cc3)cnn12	2.1	-1	0	0	12	5	2	-2	-1
O=C(CCl)N1CCN(S(=O)(=O)c2ccc3c(c2)OCCCO3)CC1	-3.0	.	.	.	-11	0	2	-12	-2
Cc1ccccc1OCC(=O)NC1=NCCS1	1.8	-4	0	-3	6	1	-7	2	-5
COc1cccc(C2=NOC(C(=O)NCc3ccccc3)C2)c1 (stereo not drawn)	-3.1	4	-3	3	5	1	-2	6	-4
CCOc1ccc(N(C)S(=O)(=O)c2ccc(C)c(C(=O)OCC(=O)c3c[nH]c4ccccc34)c2)cc1	1.7	-1	0	22	10	10	-63	7	-2
COC(=O)[C@@H]1C[C@@]2(O)[C@@H](O)[C@@H](O)[C@@H](O)C[C@H]2N1Cc1ccc(-c2ccccc2)cc1	0.6	1	-2	8	3	0	3	-4	0
O=C(Nc1ccc(S(=O)(=O)N2CCOCC2)cc1)c1ccc2c(c1)S(=O)(=O)c1ccccc1C2=O	0.3	-6	-2	11	4	0	-5	-3	-3
CC(C)CCn1c(COc2ccccc2)nn(CCC#N)c1=S	2.9	-2	5	2	13	3	-11	7	2
CCOC(=O)[C@H]1[C@H]2COc3ccccc3[C@@H]2N2C(=O)c3ccc(Cl)cc3NC(=O)[C@@]12C	1.0	4	0	13	-9	1	1	-1	1
Cc1c(C(=O)Nc2nonc2-c2ccc(F)cc2)oc2ccc(F)cc12	2.7	7	2	2	3	33	-5	4	4
CN(C)S(=O)(=O)c1ccc(C(=O)OCC(=O)c2ccc(OC(F)F)cc2OC(F)F)cc1	2.1	0	-2	7	-5	0	-3	1	2
Cc1ccc2c(c1)C1(OCCCO1)C(=O)N2CC#N	5.2	-1	3	5	2	-2	9	3	-2
COc1ccc(-n2c(SCC(N)=O)nc3nc4c(cc3c2=O)COC(C)(C)C4)cc1	-0.6	-1	6	4	3	5	-1	2	1
N#C/C(=C\c1ccc[nH]1)C(=O)Nc1ccccc1[N+](=O)[O-]	3.1	-1	-4	22	5	23	12	5	-3
Cn1c(NC(=O)c2ccc(Cl)s2)cc(=O)n(C)c1=O	-1.1	0	-3	-3	3	38	-9	6	12
CN(C(=O)COC(=O)c1nc(Cl)ccc1Cl)C1CCS(=O)(=O)C1 (stereo not drawn)	-0.7	0	1	5	-12	2	-5	0	-3
COC(=O)c1ccccc1NC(=O)C1CCN(S(=O)(=O)c2cc(C)ccc2OC)CC1	1.1	-13	-2	13	6	-3	-1	5	4
c1ccc(-c2sc3ccccc3c2-c2ccc(OCCN3CCCC3)cc2)cc1	.	.	.	.	0	1	-1	1	.
O=C(Cn1nnc(-c2ccc(N3CCOCC3)cc2)n1)N1CCOCC1	1.6	-2	-1	-1	3	5	.	8	12
O=C(O)CC1CCCC(c2ccccc2)C1=O (stereo not drawn)	0.6	2	-4	2	4	-1	-3	9	-4
COC(=O)C1=CN(Cc2ccc(OC)c(OC)c2)C=C(C(=O)OC)C1c1cccc(F)c1	-1.9	9	-5	3	8	0	10	5	3
Cc1ccc(-c2n[nH]c(=S)n2/N=C/c2sccc2C)cc1	-0.9	4	-5	2	-6	31	12	-2	14
CCCCNC(=O)C1(c2ccc(OC)cc2)CCOCC1	3.6	2	1	0	-1	0	1	1	-3
CC(=O)c1c(C)[nH]c(C(=O)NCC2CCCCC2)c1C	3.5	-1	-4	1	5	1	-10	0	-1
O=C(Nc1ncc([N+](=O)[O-])s1)c1ccccc1Br	-0.2	-5	-2	4	-14	12	13	-2	1
CC(C)(C)N(Cc1ccccc1)C(=O)COC(=O)CNS(=O)(=O)c1ccc2ccccc2c1	5.4	.	.	.	4	1	3	-3	2
COc1ccccc1-n1cnnc1SCC(=O)Nc1cccc(S(=O)(=O)N2CCCCC2)c1	-0.7	0	-4	7	12	2	.	2	-2
O=C(CCc1ccccc1O)NC1CCCc2ccccc21 (stereo not drawn)	-0.6	-4	0	-3	-1	-2	-18	7	-3
O=C(CSc1nncs1)NC1CCCc2ccccc21 (stereo not drawn)	0.4	1	-4	1	-4	-2	-4	-5	1
O=S1(=O)CC(O)C(Nc2ccc(Cl)cc2)C1 (stereo not drawn)	3.4	4	-1	-4	1	1	-2	1	8
CC(C)(C)c1ccc(/C=C(\c2nc3ccccc3[nH]2)S(=O)(=O)c2ccccc2)cc1	0.9	0	-1	3	8	-2	-20	11	9
CC[C@@]12C(=O)N(c3cccc(F)c3)C(=O)N1[C@H](c1ccc(F)cc1)[C@@H]1C(=O)N(C3CCCCC3)C(=O)[C@@H]12	3.0	-3	-6	-4	2	4	5	-6	1
O=C(NCc1cccc(Cl)c1)c1cccnc1	4.9	-1	3	-2	-5	-1	-5	7	-3
CCCCCOC(=O)C(C)Sc1n[nH]c(=O)[nH]c1=O (stereo not drawn)	3.3	-1	-2	-2	3	3	3	7	1
COc1ccc([C@H]2CC(=O)C=C(c3ccc(-c4ccccc4)cc3)C2)cc1OC	3.6	.	.	.	-6	1	-2	5	4
O=C(Nc1ccc(F)c(S(=O)(=O)N2CCOCC2)c1)C1CCCCC1	-2.2	.	.	.	13	-1	5	-1	-1
O=C(N/N=C/c1cc([N+](=O)[O-])c(N2CCOCC2)cc1N1CCOCC1)c1cccnc1	-0.2	5	-4	-4	6	7	-1	0	-4
O=C(CCCn1cnc([N+](=O)[O-])n1)Nc1cccc(O)c1	2.0	2	-7	5	-7	0	.	0	-1
COc1ccc(-c2nc(CS(=O)CC(=O)NC3CCCC3)c(C)o2)cc1 (stereo not drawn)	0.4	0	-4	-6	-5	4	-1	3	0
CN(C)C=NC1=NN(c2cccc(C(F)(F)F)c2)CC1	2.6	-1	-2	-47	7	3	-1	-5	4
COc1cccc(C(=O)N/N=C2/SCC(=O)N2CCc2ccc(OC)c(OC)c2)c1	-0.6	1	3	0	-2	7	6	-1	-3
CC(C)(O)C#CC#CCN1CCOCC1	-2.0	3	6	0	4	1	-6	2	1
COc1cccc(CN2CCC(CO)(CC3CCCCO3)CC2)c1 (stereo not drawn)	0.2	5	-6	-3	0	1	2	5	-7
COc1ccc(NC(=S)Nc2cccc(S(=O)(=O)N3CCCCC3)c2)cc1	3.4	-3	0	-3	-12	1	-3	0	-3
CCN(CC)C(=O)COc1ccc(S(=O)(=O)N2CCCC2)cc1	3.0	-4	-3	7	3	-1	0	-5	-3
O=C(Nc1ncccc1Cl)c1ccc2c(c1)OCCO2	2.0	-1	0	-1	8	-2	-2	-2	2
NC(=O)Cc1nc2scc(-c3ccc(Cl)cc3)c2c(=O)[nH]1	2.9	-4	5	2	-9	6	1	-9	0
CCN(C(=O)c1ccc2c(=O)n3c(nc2c1)CCCCC3)c1cc(OC)ccc1OC	1.1	0	1	2	8	1	3	0	-6
CC(=O)Nc1ccc(S(=O)(=O)N2CCSC2C(=O)O)cc1 (stereo not drawn)	-1.1	-4	-2	-7	1	-2	-1	4	-2
CC/C(=N/NC(=O)c1ccc(Br)cc1)c1ccc(OCCN2CCOCC2)cc1	0.2	4	-4	-6	9	10	3	4	1
Cc1ccc(C)c(NC(=S)N2CCN(c3ccccn3)CC2)c1	-1.0	-1	-2	-2	7	-1	-1	1	-2
O=C(CNC(=O)c1ccccc1Cl)OCC(=O)N1CCc2ccccc21	1.4	-10	0	-2	1	1	-3	5	1
Nc1nc(-c2cccs2)c(CC(=O)O)s1	4.3	0	2	9	0	2	9	2	0
COc1ccc(N2CCN(C(=O)c3cn(Cc4ccccc4)nc3-c3cccnc3)CC2)cc1	-0.5	.	.	.	-4	-1	-1	1	-5
Cc1csc2c(N3CCC(C(=O)O)CC3)ncnc12	0.9	-1	1	1	-4	0	-1	-2	-4
COc1cc(CCC(=O)OCC(=O)Nc2c(C)cccc2C(C)C)cc(OC)c1OC	1.9	-14	-1	-7	-2	-3	7	1	0
Nc1cc2c(cc1C(=O)c1ccc(Cl)cc1)OCCO2	0.3	1	0	-2	-2	8	0	-4	0
CN(C)CCNc1nc2c(c(=O)[nH]c(=O)n2C)n1CCOc1ccccc1	0.8	3	-2	-3	0	2	-3	6	2
CC1CCc2sc(NC(=O)c3ccc(N4C(=O)CCC4=O)cc3)c(C(N)=O)c2C1 (stereo not drawn)	0.6	5	1	10	5	-2	2	-2	1
O=C(Nc1sc2c(c1C(=O)O)CCCCC2)c1ccco1	2.8	2	0	5	-3	14	7	-7	-3

Structures shown so far containing a furan ring, fused or not, in the order listed:
SMILES	PP5 primary	Fh CTSL1 inh	TPT1 inh	core dimer inh	proCasp7 act	AHR act	PAFAH2 inh	proCasp3 act	PP1 counter
Cc1c(C(=O)Nc2nonc2-c2ccc(F)cc2)oc2ccc(F)cc12	2.7	7	2	2	3	33	-5	4	4
O=C(Nc1sc2c(c1C(=O)O)CCCCC2)c1ccco1	2.8	2	0	5	-3	14	7	-7	-3

More compounds
SMILES	PP5 primary	Fh CTSL1 inh	TPT1 inh	core dimer inh	proCasp7 act	AHR act	PAFAH2 inh	proCasp3 act	PP1 counter
COc1cccc(C(=O)NC2(C(F)(F)F)N=C3SCCN3C2=O)c1 (stereo not drawn)	1.0	0	0	-1	-4	-1	9	-1	-1
CCN(Cc1ccccc1)C1CCN(Cc2ccccc2)CC1	2.7	6	-5	-15	-21	-1	-15	-1	-11
CCOC(=O)C1=C(C)N(c2ccc(C)cc2)C(=O)/C1=C\c1ccc(O)c(OC)c1	3.0	7	4	2	-43	9	7	-21	0
COc1cccc(OC)c1OCCCN1CCOCC1	0.8	3	-6	-4	-1	1	2	-5	0
COc1cccc(OC)c1/C(O)=C(\C#N)c1nc2ccccc2[nH]1	1.1	3	0	5	-2	7	-7	-4	-3
COc1ccccc1C(=O)NC(=O)COC(=O)c1ccc(C)o1	-1.4	-11	-2	3	2	0	6	-12	-4
O=C(Nc1ccc2nc(-c3ccco3)c(-c3ccco3)nc2c1)N1CCN(c2ccccn2)CC1	0.0	-1	-3	25	-19	8	17	1	2
Cc1ccc(CN2CCSCC2)cc1	5.2	-5	1	-10	6	1	0	2	-1
COCCCNC(=O)COc1ccc2oc3c(c2c1)CCCC3	0.1	-2	2	6	-1	12	-7	0	2
NS(=O)(=O)c1cccc(NC(=O)COC(=O)c2ccccc2SCC(=O)N2CCCC2)c1	.	.	.	.	-2	8	40*	11	.
O=C(COC(=O)c1ccc2ncsc2c1)Nc1ccccc1Cl	.	.	.	.	-1	0	59*	2	.
Cc1cc(Oc2ccc(=O)n(C)n2)nc(SCCOc2ccccc2)n1	-0.8	3	2	2	6	0	-2	-10	-4
COc1cc(OC)c(NC(=O)c2ccco2)cc1Cl	4.8	3	0	0	4	-5	-2	4	-2
CC(CCc1ccccc1)NC(=O)COc1cc(F)ccc1[N+](=O)[O-] (stereo not drawn)	-0.5	0	-1	2	5	6	-6	-2	-2
